NSD2 inh: NSD2 (human) methyltransferase inhibition. 44,000 tested, 0.07% active. AID 624260. inhibition, % at 12.5 µM. NSD2-SET H3K36me1 DELFIA fluorescence, biochemical. O96028; in the data active = inhibition above about 54%, passing the limit was not always enough;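 note: inhibitors reduce the monomethyl H3K36 fluorescence signal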
Target sequence (O96028 whole entry, looked up): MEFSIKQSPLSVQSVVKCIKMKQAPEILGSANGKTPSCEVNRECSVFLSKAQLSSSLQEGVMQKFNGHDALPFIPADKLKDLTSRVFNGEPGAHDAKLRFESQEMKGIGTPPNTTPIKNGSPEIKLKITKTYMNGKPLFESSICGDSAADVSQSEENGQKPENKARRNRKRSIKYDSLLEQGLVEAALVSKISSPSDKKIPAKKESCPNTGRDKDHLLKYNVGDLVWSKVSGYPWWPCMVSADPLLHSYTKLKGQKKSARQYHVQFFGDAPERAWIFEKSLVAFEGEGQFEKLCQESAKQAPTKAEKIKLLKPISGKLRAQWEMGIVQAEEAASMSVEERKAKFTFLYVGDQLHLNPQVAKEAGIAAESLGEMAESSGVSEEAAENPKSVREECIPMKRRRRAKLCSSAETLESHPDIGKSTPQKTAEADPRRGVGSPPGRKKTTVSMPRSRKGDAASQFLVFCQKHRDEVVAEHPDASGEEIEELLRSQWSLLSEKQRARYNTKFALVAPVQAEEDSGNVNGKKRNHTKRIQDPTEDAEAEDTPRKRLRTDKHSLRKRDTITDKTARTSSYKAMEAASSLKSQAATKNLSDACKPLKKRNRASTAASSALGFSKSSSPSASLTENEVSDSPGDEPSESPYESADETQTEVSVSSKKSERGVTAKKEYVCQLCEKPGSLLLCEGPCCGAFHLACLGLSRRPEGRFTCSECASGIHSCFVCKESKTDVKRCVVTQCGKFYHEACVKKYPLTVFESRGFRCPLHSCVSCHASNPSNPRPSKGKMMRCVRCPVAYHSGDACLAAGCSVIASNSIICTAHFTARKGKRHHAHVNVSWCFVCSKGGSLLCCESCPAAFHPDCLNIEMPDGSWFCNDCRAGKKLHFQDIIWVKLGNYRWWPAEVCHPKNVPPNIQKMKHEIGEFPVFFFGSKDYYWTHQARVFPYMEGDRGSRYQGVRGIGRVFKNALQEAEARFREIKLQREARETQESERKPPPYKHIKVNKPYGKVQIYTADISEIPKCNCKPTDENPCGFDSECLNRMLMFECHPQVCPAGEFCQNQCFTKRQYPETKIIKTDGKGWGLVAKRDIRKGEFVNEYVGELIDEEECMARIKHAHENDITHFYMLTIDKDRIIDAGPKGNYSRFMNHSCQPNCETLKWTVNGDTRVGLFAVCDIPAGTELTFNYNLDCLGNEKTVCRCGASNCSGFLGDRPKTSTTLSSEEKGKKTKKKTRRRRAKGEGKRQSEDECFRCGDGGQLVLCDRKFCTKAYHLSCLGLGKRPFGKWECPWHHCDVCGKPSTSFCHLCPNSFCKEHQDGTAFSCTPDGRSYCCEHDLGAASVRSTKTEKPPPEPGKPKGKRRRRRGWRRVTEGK
An asterisk follows results filed as active; & = joins results of further samples. This is a subset; rates above refer to the full screens.

NSD2 inh	compound
4.1	Cc1ccc(S(=O)(=O)N(C)C[C@@H]2Oc3ccc(NS(=O)(=O)c4ccccc4)cc3CC(=O)N([C@@H](C)CO)C[C@@H]2C)cc1
16.4	C[C@@H]1CN([C@@H](C)CO)C(=O)Cc2cc(NC(=O)Cc3ccccc3)ccc2O[C@H]1CN(C)Cc1ccc(Oc2ccccc2)cc1
-1.2	COCC#Cc1ccc2c(c1)O[C@@H](CN(C)C(C)=O)[C@H](C)CN([C@@H](C)CO)S2(=O)=O
-6.4	C[C@@H]1CN([C@H](C)CO)C(=O)c2cc(NS(=O)(=O)c3ccc(Cl)cc3)ccc2O[C@@H]1CN(C)S(=O)(=O)c1cccs1
-0.4	COc1ccc(CN(C)C[C@H]2Oc3ccc(NS(=O)(=O)c4cccs4)cc3CC(=O)N([C@@H](C)CO)C[C@@H]2C)cc1
2.9	C[C@@H]1CN([C@@H](C)CO)C(=O)c2cc(NC(=O)CCCN(C)C)ccc2O[C@@H]1CN(C)S(=O)(=O)c1ccccc1
-0.9	CCCNC(=O)C[C@H]1C[C@@H]2c3cc(NC(=O)Nc4ccc(OC)cc4)ccc3O[C@@H]2[C@@H](CO)O1
-5.5	C[C@@H]1CN([C@@H](C)CO)C(=O)Cc2cc(NC(=O)C3CC3)ccc2O[C@H]1CN(C)CC1CCCCC1
2.3	COc1ccccc1-c1ccc2c(c1)O[C@H](CN(C)C(=O)c1ccncc1)[C@@H](C)CN([C@H](C)CO)S2(=O)=O
-0.7	C[C@@H]1CN([C@@H](C)CO)C(=O)c2cc(NC(=O)CCCN(C)C)ccc2O[C@H]1CN(C)S(=O)(=O)c1ccc(F)cc1
-7.0	COc1ccc(/C=N/NC(=O)c2ccccn2)c(O)c1
19.9	COc1cccc(S(=O)(=O)N[C@@H]2CC[C@H](CC(=O)NC3CCC3)O[C@@H]2CO)c1
-2.4	C[C@@H]1CN([C@H](C)CO)S(=O)(=O)c2ccc(C#CCN(C)C)cc2O[C@H]1CN(C)C(=O)CN(C)C
1.8	C[C@@H]1CN([C@H](C)CO)C(=O)c2cc(NC(=O)Cc3cn(C)c4ccccc34)ccc2O[C@H]1CN(C)Cc1ccc(Cl)c(Cl)c1
10.9	O=C(C[C@@H]1CC[C@H](NS(=O)(=O)c2ccccc2F)[C@H](CO)O1)NCCCN1CCOCC1
6.5	C[C@@H]1CN([C@H](C)CO)C(=O)c2cc(NC(=O)C3CC3)ccc2O[C@H]1CN(C)C(=O)Nc1ccccc1
13.8	C[C@@H]1CN([C@H](C)CO)C(=O)c2cc(NC(=O)CCN3CCOCC3)ccc2O[C@@H]1CN(C)S(=O)(=O)c1ccccc1
2.6&0.4	COCc1nc2c([nH]1)c(=O)n(C)c(=O)n2CC(C)C
3.5	COc1cccc(NC(=O)N(C)C[C@@H]2OCc3ccccc3-c3ccccc3C(=O)N([C@H](C)CO)C[C@@H]2C)c1
0.3	C[C@H](CO)N1C[C@H](C)[C@H](CN(C)Cc2ccccc2)Oc2ncc(C#CCN(C)C)cc2C1=O
7.4	CCCN(C)C[C@H]1Oc2ncc(C#CC3CC3)cc2C(=O)N([C@@H](C)CO)C[C@@H]1C
6.1	Cc1noc(C)c1NC(=O)Nc1cccc2c1O[C@@H](CN(C)C(=O)NC(C)C)[C@@H](C)CN([C@@H](C)CO)C2=O
-0.5	C[C@H](CO)N1C[C@H](C)[C@H](CN(C)C(=O)Nc2ccc3c(c2)OCO3)Oc2ncc(-c3cc4ccccc4o3)cc2C1=O
2.1	Cc1noc(C)c1S(=O)(=O)Nc1ccc2c(c1)C(=O)N([C@H](C)CO)C[C@H](C)[C@H](CN(C)S(=O)(=O)c1c(C)noc1C)OCCCC[C@H](C)O2
2.7	C[C@H](CO)N1C[C@H](C)[C@H](CN(C)Cc2ccncc2)Oc2ccc(NS(=O)(=O)c3ccccc3)cc2CC1=O
-5.4	C[C@@H]1CN([C@H](C)CO)C(=O)Cc2cc(NC(=O)Nc3ccc(F)cc3)ccc2O[C@@H]1CN(C)C(=O)NC1CCCCC1
-1.9	C[C@@H]1CN([C@@H](C)CO)C(=O)c2cc(NC(=O)NC3CCCCC3)ccc2O[C@@H](C)CCCCO[C@H]1CN(C)Cc1ccc(C(=O)O)cc1
-74.9	C[C@H]1CCCCO[C@@H](CN(C)Cc2ccccc2)[C@@H](C)CN([C@@H](C)CO)C(=O)c2cc(NC(=O)CCC(F)(F)F)ccc2O1
2.1	C[C@@H]1CN([C@H](C)CO)C(=O)c2cccc(N(C)C)c2O[C@H]1CN(C)C(=O)NC1CCCCC1
5.6	C[C@@H]1CN([C@@H](C)CO)C(=O)c2cc(C#Cc3cccnc3)cnc2O[C@@H]1CN(C)Cc1ccc(F)cc1
45.2	C[C@@H]1CCCCO[C@@H](CN(C)C(=O)Nc2ccccc2)[C@@H](C)CN([C@H](C)CO)C(=O)c2cc(NC(=O)c3ccccc3)ccc2O1
3.5	COc1ccc(CN(C)C[C@H]2OCCCC[C@H](C)Oc3ccc(NC(=O)Cc4ccccc4)cc3C(=O)N([C@@H](C)CO)C[C@H]2C)cc1
-2.3	C/C=C/c1cnc2c(c1)C(=O)N([C@H](C)CO)C[C@H](C)[C@@H](CN(C)S(=O)(=O)c1cccs1)O2
-1.6	COc1ccc(CN(C)C[C@@H]2Oc3ccc(NS(=O)(=O)c4ccc(F)cc4)cc3CC(=O)N([C@@H](C)CO)C[C@@H]2C)cc1
5.6	C[C@H]1CN([C@@H](C)CO)C(=O)c2cc(NS(C)(=O)=O)ccc2O[C@@H]1CN(C)C(=O)Nc1ccccc1
3.8	C[C@@H]1CCCCO[C@@H](CN(C)Cc2ccccc2)[C@@H](C)CN([C@@H](C)CO)C(=O)c2cc(NC(=O)NC3CCCCC3)ccc2O1

Looked up by structure from above, 2 records:
NSD2 inh	compound
45.2	C[C@@H]1CCCCO[C@@H](CN(C)C(=O)Nc2ccccc2)[C@@H](C)CN([C@H](C)CO)C(=O)c2cc(NC(=O)c3ccccc3)ccc2O1
-5.4	C[C@@H]1CN([C@H](C)CO)C(=O)Cc2cc(NC(=O)Nc3ccc(F)cc3)ccc2O[C@@H]1CN(C)C(=O)NC1CCCCC1

More entries:
NSD2 inh	compound
-0.4	Cc1ccc(S(=O)(=O)N(C)C[C@@H]2OCCCC[C@@H](C)Oc3ccc(NC(=O)C4CCCCC4)cc3C(=O)N([C@@H](C)CO)C[C@@H]2C)cc1
-2.9	Cc1ccc(S(=O)(=O)Nc2cccc3c2O[C@@H](CN(C)C(=O)Nc2ccccc2)[C@@H](C)CN([C@@H](C)CO)C3=O)cc1
-1.3	C[C@@H]1CN([C@H](C)CO)C(=O)c2c(c3ccccc3n2C)-c2ccccc2CO[C@H]1CN(C)C(=O)c1ccncc1
-0.3	CC(C)(C)OC(=O)NC1(/C=N/NC(=O)CCCCCC(=O)O)CCCC1
-3.1	C[C@@H]1CN([C@@H](C)CO)C(=O)c2cc(-c3cccc(C#N)c3)cnc2O[C@@H]1CN(C)C
-0.4	C[C@@H]1CN([C@H](C)CO)C(=O)c2cccc(NC(=O)Nc3ccc4c(c3)OCO4)c2O[C@H]1CN(C)Cc1ccccc1
4.8	Cc1ccc(S(=O)(=O)N(C)C[C@@H]2Oc3ccc(NC(=O)CCC(F)(F)F)cc3C(=O)N([C@@H](C)CO)C[C@H]2C)cc1
-10.5	C[C@H](CO)N1C[C@H](C)[C@H](CN(C)S(C)(=O)=O)Oc2ncc(-c3cc4ccccc4o3)cc2C1=O
10.4	C[C@H](CO)N1C[C@H](C)[C@@H](CN(C)Cc2ccccc2F)Oc2cc(C#CC3CC3)ccc2S1(=O)=O
-3.9	Cc1noc(C)c1NC(=O)N(C)C[C@@H]1Oc2ccc(N(C)C)cc2CC(=O)N([C@H](C)CO)C[C@H]1C
2.4	Cc1noc(C)c1S(=O)(=O)Nc1ccc2c(c1)C(=O)N([C@@H](C)CO)C[C@H](C)[C@@H](CN(C)S(=O)(=O)c1ccc(Cl)cc1)O2
0.3	CN(C)CC(=O)Nc1ccc2c(c1)[C@@H]1C[C@@H](CC(=O)N(C)C)O[C@@H](CO)[C@@H]1O2

4 entries from above, with each value named.
Compound: C[C@@H]1CN([C@@H](C)CO)C(=O)c2cc(C#Cc3cccnc3)cnc2O[C@@H]1CN(C)Cc1ccc(F)cc1
  NSD2 inh = 5.6
Compound: C[C@@H]1CN([C@@H](C)CO)C(=O)c2cc(NC(=O)NC3CCCCC3)ccc2O[C@@H](C)CCCCO[C@H]1CN(C)Cc1ccc(C(=O)O)cc1
  NSD2 inh = -1.9
Compound: C[C@@H]1CN([C@H](C)CO)C(=O)c2cc(NC(=O)Cc3cn(C)c4ccccc34)ccc2O[C@H]1CN(C)Cc1ccc(Cl)c(Cl)c1
  NSD2 inh = 1.8
Compound: CC(C)(C)OC(=O)NC1(/C=N/NC(=O)CCCCCC(=O)O)CCCC1
  NSD2 inh = -0.3

Following part.
NSD2 inh	compound
3.6	C[C@H](CO)N1C[C@H](C)[C@H](CN(C)C)Oc2ncc(-c3cccc(F)c3)cc2C1=O
1.3	C[C@@H]1CN([C@@H](C)CO)C(=O)Cc2cc(NC(=O)CCN3CCOCC3)ccc2O[C@H]1CN(C)C(=O)Nc1ccc2c(c1)OCO2
-1.2	COCC#Cc1ccc2c(c1)O[C@@H](CN(C)C(=O)CC1CC1)[C@@H](C)CN([C@@H](C)CO)S2(=O)=O
1.5	CC(C)NC(=O)N[C@H]1C=C[C@H](CC(=O)NCc2ccc(Oc3ccccc3)cc2)O[C@H]1CO
-0.8	COc1ccc(NC(=O)N(C)C[C@H]2Oc3ncc(C4=CCCC4)cc3C(=O)N([C@@H](C)CO)C[C@@H]2C)cc1
-1.5	C[C@@H]1CN([C@@H](C)CO)C(=O)c2cccc(NC(=O)c3ccncc3)c2O[C@@H]1CN(C)Cc1ccc(C(=O)O)cc1
1.5	Cc1noc(C)c1NC(=O)Nc1ccc2c(c1)C(=O)N([C@H](C)CO)C[C@H](C)[C@H](CN(C)C(=O)Nc1ccc3c(c1)OCO3)O2
-12.1	C[C@@H]1CN([C@@H](C)CO)C(=O)c2cc(NS(=O)(=O)c3ccc(F)cc3)ccc2O[C@@H](C)CCCCO[C@H]1CN(C)C(=O)Nc1cccc2ccccc12
6.1	O=C(O)CCCCCCC(=O)N/N=C/c1cc(Br)ccc1O
-5.1	C[C@H]1CN([C@@H](C)CO)C(=O)c2cccc(NC(=O)Nc3ccc4c(c3)OCO4)c2O[C@@H]1CN(C)Cc1ccc(C(=O)Nc2ccccc2N)cc1
-28.0	C[C@H](CO)N1C[C@H](C)[C@@H](CN(C)Cc2ccc(Cl)c(Cl)c2)OCCCC[C@H](C)Oc2ccc(NC(=O)CCC(F)(F)F)cc2C1=O
0.3	CC(C)NC(=O)N(C)C[C@@H]1Oc2ccc(NC(=O)Cc3cn(C)c4ccccc34)cc2C(=O)N([C@H](C)CO)C[C@@H]1C
-1.6	Cc1noc(C)c1NC(=O)Nc1cccc2c1O[C@@H](CN(C)Cc1ccc(Cl)c(Cl)c1)[C@H](C)CN([C@H](C)CO)C2=O
26.1	C[C@@H]1CN([C@H](C)CO)S(=O)(=O)c2ccc(C#CCN(C)C)cc2O[C@H]1CN(C)Cc1ccccn1
0.7	CC(C)C#Cc1ccc2c(c1)O[C@@H](CN(C)C(=O)c1ccccn1)[C@H](C)CN([C@H](C)CO)S2(=O)=O
-2.3	CC(C)NC(=O)N(C)C[C@@H]1Oc2cc(-c3ccccc3)ccc2S(=O)(=O)N([C@@H](C)CO)C[C@H]1C
-2.1	C[C@H]1CN([C@@H](C)CO)C(=O)c2cc(/C=C/c3ccccc3)cnc2O[C@H]1CN(C)Cc1cccc(C(=O)O)c1
0.0	COCC(=O)N(C)C[C@@H]1Oc2ncc(C#Cc3cccnc3)cc2C(=O)N([C@H](C)CO)C[C@@H]1C
-2.6	Cc1noc(C)c1NC(=O)N(C)C[C@@H]1OCCCC[C@H](C)Oc2ccc(NC(=O)c3ccncc3)cc2C(=O)N([C@H](C)CO)C[C@@H]1C
6.3	COc1cc2c(cc1OC)CN(C(=O)[C@@H]1[C@H]3C(=O)O[C@H](c4ccccc4)[C@H](c4ccccc4)N3[C@H](c3ccc(OCCO)cc3)[C@@]13C(=O)Nc1ccc(C#CCNC(N)=O)cc13)CC2
-5.4	C[C@H]1CN([C@@H](C)CO)C(=O)c2cccc(NC(=O)C3CCOCC3)c2O[C@@H]1CN(C)C(=O)Nc1ccccc1
3.4	C[C@H]1CN([C@@H](C)CO)C(=O)c2cccc(NC(=O)NC3CCCCC3)c2O[C@H]1CN(C)S(=O)(=O)c1ccc(Cl)cc1
2.1	CNC[C@@H]1Oc2c(NC(=O)C3CCOCC3)cccc2C(=O)N([C@H](C)CO)C[C@@H]1C
-6.4	C[C@@H]1CCCCO[C@@H](CN(C)Cc2ccc(C(F)(F)F)cc2)[C@H](C)CN([C@@H](C)CO)C(=O)c2cc(N(C)C)ccc2O1
-0.4	C[C@@H]1CCCCO[C@H](CN(C)S(=O)(=O)c2ccccc2)[C@@H](C)CN([C@H](C)CO)C(=O)c2cc(NC(=O)C3CCCCC3)ccc2O1
-11.4	C=CCOc1ccccc1/C=N/NC(=O)c1cccc(C(=O)NO)c1
-4.5	C[C@@H]1CN([C@@H](C)CO)S(=O)(=O)c2ccc(-c3ccc(C(=O)N(C)C)cc3)cc2O[C@H]1CN(C)C
-2.8	CNC[C@@H]1Oc2ccc(NC(=O)CCN3CCOCC3)cc2CC(=O)N([C@@H](C)CO)C[C@H]1C
-2.4	C[C@H](CO)N1C[C@H](C)[C@@H](CN(C)C(=O)Nc2ccc(C(F)(F)F)cc2)Oc2ccc(NC(=O)C3CC3)cc2CC1=O
13.9	OC[C@H]1O[C@@H](OC(CCCCc2ccc(O)cc2)CCc2ccc(O)cc2)[C@H](O)[C@@H](O)[C@@H]1O (stereo partly specified)
-4.0	CC1(C)S[C@@H]2[C@H](NC(=O)C3(N)CCCCC3)C(=O)N2[C@H]1C(=O)O
-1.2	C[C@@H](O)C#Cc1cnc2c(c1)C(=O)N([C@@H](C)CO)C[C@H](C)[C@@H](CN(C)C(=O)CN1CCOCC1)O2
